Casp6 inh = blocks human caspase-6 cleavage activity; inhibition, % at 12.5 µM; hit rate 0.53% among 350,000; purified caspase-6, Z-VEID-R110 cleavage fluorescence;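 active = mean inhibition across replicates at least about 35%, with every replicate also reaching that limit, limit read from the data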;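 note: 0% = median of neutral control wells and 100% = no fluorescence left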
ARNT TACC3 PPI = disrupts binding between human ARNT and TACC3 | AID 623870 | Q9Y6A5 | AlphaScreen His-ARNT PAS-B/GST-TACC3 binding, luminescence; TACC3 fragment carries E629A point mutation | inhibition, % at 9.99 µM | hit rate 0.66% among 390,000;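 active = mean inhibition of replicates at least 50% and at least half of replicates each reaching 50%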;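 note: 0% = complete ARNT plus TACC3 wells and 100% = ARNT alone without TACC3; many hits fall short of the cut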
esBAF inh = inhibitors of esBAF chromatin remodeling in mouse ES cells; Bmi1-luciferase knock-in reporter, 24 h; 100% = twice the neutral-well signal; reporter increase, % at 12.5 µM; hit rate 2% among 350,000; AID 602393; in the data active = activation above about 40%;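 note: 0% = median of the plate's neutral control wells and 100% = double that signal; a rise in the Bmi1 reporter signal indicates esBAF inhibition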
E-sel inducer = E-selectin induction on HUVECs | HUVEC E-selectin immunofluorescence imaging; normalized: neutral wells 0, TNF-alpha wells 100 | hit rate 0.37% among 260,000 | activation, % at 7.58 µM | P16581;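 active = mean E-selectin-positive cell signal at least 10% of the positive control, reached in at least 60% of replicates, without over 20% cell loss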;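 note: in these data hits start at about 27%; measured in HUVEC primary endothelial cells; signal is the percent of cells scored E-selectin positive by PE staining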
Target sequence (P16581 whole entry, looked up): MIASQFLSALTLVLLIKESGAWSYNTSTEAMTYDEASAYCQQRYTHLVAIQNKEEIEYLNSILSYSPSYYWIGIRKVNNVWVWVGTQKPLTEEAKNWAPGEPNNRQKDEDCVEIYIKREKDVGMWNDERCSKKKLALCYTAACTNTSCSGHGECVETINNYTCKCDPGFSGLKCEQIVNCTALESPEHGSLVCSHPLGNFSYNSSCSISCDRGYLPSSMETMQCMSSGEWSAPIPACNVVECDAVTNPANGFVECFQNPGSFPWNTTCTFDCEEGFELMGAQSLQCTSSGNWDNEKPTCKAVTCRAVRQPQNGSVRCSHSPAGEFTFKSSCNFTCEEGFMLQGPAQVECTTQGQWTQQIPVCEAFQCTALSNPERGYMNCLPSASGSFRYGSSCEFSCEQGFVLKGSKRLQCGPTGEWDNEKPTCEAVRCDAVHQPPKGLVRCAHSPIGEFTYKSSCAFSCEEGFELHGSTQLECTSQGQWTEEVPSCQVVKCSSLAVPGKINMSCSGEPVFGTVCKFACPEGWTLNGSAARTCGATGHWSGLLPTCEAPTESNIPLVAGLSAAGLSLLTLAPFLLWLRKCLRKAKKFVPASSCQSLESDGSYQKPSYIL
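Assay system: HUVEC primary endothelial cells. Input: 3,000 HUVEC seeded per well. Doses: one compound dose added by pin transfer. Read-out basis: % PE-positive cells. Benchmarks: TNF-alpha high, DMSO low. Detection: immunofluorescence imaging. Buffer or medium: EGM-2, gelatin.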
RAD54 branch = blocks human RAD54 Holliday junction branch migration; Q92698; FAM/BHQ fluorescence; inhibition, % at 10.4 µM; hit rate 0.14% among 360,000;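 active = mean normalized replicate activity at least 40 and at least half of replicates scoring 40 or more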;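 note: 0% = median of neutral control wells and 100% = median of positive control wells; inhibitors cause a drop in the FAM fluorescence signal; in these data hits start at about 50%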
RAD52 inh = RAD52 (human) annealing inhibition. P43351. recombinant RAD52 DNA annealing, FRET fluorescence. inhibition, % at 18.7 µM. hit rate 0.46% among 360,000;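 active = every replicate showing at least 50% inhibition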
Target sequence (P43351 whole entry, looked up): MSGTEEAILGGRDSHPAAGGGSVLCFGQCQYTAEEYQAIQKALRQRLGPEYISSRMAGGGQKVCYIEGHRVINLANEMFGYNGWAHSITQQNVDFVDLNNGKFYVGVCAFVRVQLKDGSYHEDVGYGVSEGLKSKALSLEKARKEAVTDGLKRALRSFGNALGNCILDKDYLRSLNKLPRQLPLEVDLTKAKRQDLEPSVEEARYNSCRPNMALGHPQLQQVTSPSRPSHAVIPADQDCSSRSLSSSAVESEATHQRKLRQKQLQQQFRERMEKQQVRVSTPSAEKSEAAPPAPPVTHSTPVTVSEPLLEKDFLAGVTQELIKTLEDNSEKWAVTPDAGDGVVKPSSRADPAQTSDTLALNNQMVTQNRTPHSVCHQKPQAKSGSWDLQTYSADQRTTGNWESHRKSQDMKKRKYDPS
ERp5 inh = ERp5 (human) disulfide isomerase inhibition; ERp5 insulin aggregation, absorbance 650 nm, 90 min; inhibition, % at 9.99 µM; AID 651711; Q15084; hit rate 0.05% among 350,000;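 active = mean replicate inhibition above about 25%, with every replicate also reaching it, limit read from the data, passing the limit was not always enough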
PglD DTNB = inhibitors of Campylobacter jejuni PglD acetyltransferase; purified PglD enzyme, DTNB colorimetric CoA detection; inhibition, % at 12.5 µM; hit rate 0.098% among 360,000; AID 602405; in the data active = inhibition above about 16%, passing the limit was not always enough; note: strong numbers were not always called active
An asterisk follows results filed as active; x = not tested or not shown.

SMILES	Casp6 inh	ARNT TACC3 PPI	esBAF inh	E-sel inducer	RAD54 branch	RAD52 inh	ERp5 inh	PglD DTNB
C[C@H](CO)N1C[C@H](C)[C@H](CN(C)Cc2ccncc2)OCCCC[C@H](C)Oc2ccc(NS(=O)(=O)c3ccc(Cl)cc3)cc2C1=O	-2.5	3.3	3.5	5.4	-0.9	18.7	2.9	-4.3
O=C1N(Cc2ccc3c(c2)OCO3)c2ccccc2C1(O)c1c[nH]c2ccccc12 (stereo unspecified)	x	0.0	5.1	1.0	-25.1	x	x	0.5
O=C(CN(C(=O)c1csnn1)c1ccc(F)c(Cl)c1)NCc1ccc(F)cc1	-3.4	-6.5	x	-0.1	8.7	0.0	-0.5	1.9
COc1ccc(NC(=O)CSc2nnc(C3CCCCC3)n2N)c(OC)c1	-0.1	-8.0	6.9	x	-7.1	-2.4	-0.3	2.2
Clc1ccccc1OCCCn1ccnc1	-3.1	-6.4	-2.0	0.2	-16.5	-2.1	0.6	-7.7
CCOc1ccc(C(C)NC(=O)Nc2ccc(F)cc2F)cc1 (stereo unspecified)	-1.5	-1.4	1.0	0.5	-10.2	-11.5	3.7	-5.1
COc1ccccc1C(=O)Nc1ccc2c(c1)OC[C@@H](C)NC[C@H](C)[C@@H](OC)CN(C)C2=O	2.0	-6.0	-1.8	0.6	-3.7	-8.7	-7.4	-2.6
C[C@@H]1CCCCO[C@H](CN(C)C(=O)Nc2ccc(C(F)(F)F)cc2)[C@H](C)CN([C@@H](C)CO)C(=O)c2cc(NS(=O)(=O)c3cn(C)cn3)ccc2O1	-0.1	-4.9	5.6	0.8	-9.7	-81.9	-6.0	0.5
CNC(=O)C[C@@H]1CC[C@H]2[C@@H](COC[C@H](O)CN2S(=O)(=O)c2ccccc2Cl)O1	x	-1.4	-7.1	0.0	-7.8	x	x	14.4
CCC(=O)N(C)C[C@H]1Oc2cc(-c3ccccc3OC)ccc2S(=O)(=O)N([C@H](C)CO)C[C@H]1C	-7.5	-4.4	-5.9	-0.2	6.4	-1.9	-2.3	-39.4
COCC#Cc1ccc2c(c1)O[C@H](CN(C)Cc1ccncc1)[C@@H](C)CN([C@@H](C)CO)S2(=O)=O	2.0	0.5	5.8	-0.1	-8.3	-8.6	-1.7	-0.6
Cc1cccc(C)c1NC(=S)N(Cc1ccccc1)Cc1cccs1	0.6	-17.6	-8.8	5.1	0.6	-16.3	-0.1	4.2
O=C(CSc1cccc[n+]1[O-])Nc1ccccc1Oc1ccccc1	3.1	16.1	-10.1	10.1	-6.9	2.6	5.0	3.3
CCC1CC(C(=O)O)CC(=O)N1 (stereo unspecified)	0.1	x	-2.2	0.0	-3.3	-100.5	1.8	-4.2
NC(=O)c1cc(-c2ccccc2)nc2ccc(Br)cc12	1.9	3.3	x	x	-11.4	-12.0	14.7	9.4
O=C(COC(=O)Cn1cnc2ccccc2c1=O)NCc1ccccc1Cl	-6.9	x	x	1.1	x	-3.3	0.0	x
C[C@H]1CN([C@@H](C)CO)C(=O)c2cc(NC(=O)c3ccncc3)ccc2O[C@H]1CN(C)S(=O)(=O)c1cccs1	-1.5	-5.8	3.6	0.2	4.5	-7.9	-4.0	-1.7
O=C(NC(=S)N(CCCCO)C1CCCCC1)c1sc2ccccc2c1Cl	x	11.8	4.0	x	-9.7	x	x	1.2
CC1CC(C)CN(C(=O)Cn2c(=O)c3cccn3c3cccnc32)C1 (stereo unspecified)	1.6	-4.8	5.7	x	-0.2	-25.8	-7.7	1.3
C#CCNC(=O)C1=C[C@H](c2cn(C(C)=O)c3ccccc23)[C@@H](CCCO)[C@H](OCC)O1	1.9	-8.8	7.7	0.2	1.6	-39.3	0.3	-1.1
CC(Sc1ccc(S(=O)(=O)N2CCCCC2)cn1)C(N)=O (stereo unspecified)	2.5	x	7.7	0.3	-0.1	-10.5	3.4	5.5
C[C@H](CO)N1C[C@H](C)[C@@H](CN(C)Cc2ccc3c(c2)OCO3)Oc2cc(C#CCN(C)C)ccc2S1(=O)=O	3.5	-1.8	-9.1	-0.1	-2.2	6.4	0.1	4.7
COc1ccc2nc3sc(C(=O)N4CCN(C)CC4)cc3cc2c1	x	3.3	33.8	x	19.8	x	x	-0.2
O=C(O)C1=C2C(=O)Nc3cccc(c32)C2(C1)C(=O)Nc1ccccc12 (stereo unspecified)	60.1*	x	-5.2	x	-8.4	-30.2	-26.3	-3.0
CCN(C[C@H]1N[C@@](CC)(C(=O)OC)[C@H]2C(=O)N(C)C(=O)[C@@H]12)S(=O)(=O)c1ccc(OC(F)(F)F)cc1	0.7	1.8	6.5	3.1	-12.2	-21.0	-1.4	-1.6
(next part)
SMILES	Casp6 inh	ARNT TACC3 PPI	esBAF inh	E-sel inducer	RAD54 branch	RAD52 inh	ERp5 inh	PglD DTNB
CCc1ccc(CN(C)C(=O)c2cc(COc3c(F)cccc3F)on2)cc1	-2.8	-18.9	x	-1.7	x	-11.9	-3.0	x
Cc1ccc(SCc2nn(C)c(Cl)c2C=O)cc1	0.7	-8.9	42.4*	2.8	-1.1	-8.1	-3.5	-0.4
O=C(N/N=C/c1ccccc1C(=O)O)C(=O)N1CCCCC1	-1.1	2.4	-0.1	x	0.0	2.4	-2.7	3.1
C[C@H]1CN([C@@H](C)CO)C(=O)c2cccc(N(C)C)c2O[C@@H]1CN(C)Cc1ccc(Oc2ccccc2)cc1	0.1	2.8	0.8	x	2.3	-6.7	-1.0	3.7
NC(=O)c1ccsc1NC(=O)COC(=O)CSc1ccc(Cl)cc1	2.5	-2.2	6.5	x	-12.0	-43.7	-2.4	-1.8
Cc1ccc(Cc2c(C3CCCCC3)nc3ccc(Cl)cn23)cc1	-1.7	x	26.4	0.0	0.4	-39.3	0.0	-0.5
COCCNC(=O)C[C@@H]1C[C@H]2c3cc(NS(=O)(=O)c4ccccc4)ccc3O[C@H]2[C@H](CO)O1	-0.7	3.0	0.1	0.0	21.4	2.3	-0.2	-1.5
O=S(=O)(Nc1ccc(Cl)c(Cl)c1)N1CCOCC1	-2.0	-9.4	3.3	-0.1	0.1	-8.4	-39.7	3.2
O=C(CSc1nc(-c2ccccc2Cl)ns1)Nc1ccc2c(c1)OCO2	2.0	-21.4	x	-0.1	-0.2	-6.4	-5.1	1.3
CCOc1ccccc1Nc1ncccc1C(=O)O	x	-25.9	-7.8	x	-28.3	x	x	1.9
COc1ccc(CN(CC(=O)NCc2ccc(F)cc2)C(=O)c2ccco2)cc1	2.3	-7.3	-2.0	x	5.0	-5.7	3.0	-1.1
CC(O)c1ccc2c(c1)OCCOCCN(C)CCOCCO2 (stereo unspecified)	x	-2.7	-10.7	x	-0.3	x	x	3.1
Cc1ccc(NS(=O)(=O)c2cc3c(cc2C)NC(=O)CO3)cc1	2.4	1.4	0.8	-0.4	-16.4	-13.2	-2.7	-2.0
O=C(NCc1ccccc1)C1Cc2c(-c3ccc4c(c3)OCO4)ccnc2O1 (stereo unspecified)	30.3	x	-9.9	1.6	1.5	-7.3	1.5	-1.2
Cn1c(CCc2ccccc2)nnc1SCC(N)=O	-0.5	15.4	-1.1	x	-0.8	-17.1	-3.1	-3.2
C[C@@H](NC(=O)[C@H]1[C@H](CO)[C@H]2Cn3c(cccc3=O)[C@H]2N1CC1CCCCC1)c1ccccc1	2.5	x	x	-1.0	x	2.8	-0.6	x
CCCC(CCC(=O)NC1CCCCC1)C(=O)O (stereo unspecified)	x	1.6	-9.7	x	2.3	x	x	2.7
CC(C)S(=O)(=O)c1csc(NC(=O)Nc2cc(Cl)ccc2Cl)c1Cl	0.7	-7.6	x	-0.2	x	-16.9	5.9	x
O=C(CCc1nc(-c2ccccc2)c(-c2ccccc2)o1)OCc1ccc(Br)cc1	x	-0.5	-1.3	x	-3.2	x	x	2.7
COc1ccc(CCNC(=O)c2ccc3c(c2)N(Cc2ccc(F)cc2)CCS3)cc1OC	-1.0	-7.3	6.1	x	-3.4	-10.1	-0.3	-2.9
CC(=O)Nc1ccc(NC(=O)CCC(=O)OCC(=O)c2ccc(C)c([N+](=O)[O-])c2)cc1	2.4	-2.0	x	x	x	-6.9	2.6	x
Cc1ccc(OCC(=O)O/N=C(\N)Cc2cccs2)cc1C	x	-15.6	18.1	x	7.3	x	x	-1.5
COc1ccc(NC(=O)Nc2ccc3c(c2)C(=O)N([C@@H](C)CO)C[C@H](C)[C@H](CN(C)C(=O)Nc2ccc(OC)cc2)O3)cc1	0.4	19.3	1.2	-0.3	-1.9	-1.8	7.7	-0.2
CC(C)(C)c1ccc(NC(=S)NCCc2ccccn2)cc1	0.4	4.7	x	0.0	x	-6.8	-1.1	x
CN(C)/C=C(/C(=O)c1ccc(Cl)cc1Cl)S(=O)(=O)c1ccccc1	x	-20.7	0.8	x	-2.9	x	x	-2.2

Three entries from above, with two lines to a compound.
Below each compound – Casp6 inh	ARNT TACC3 PPI	esBAF inh	E-sel inducer	RAD54 branch	RAD52 inh	ERp5 inh	PglD DTNB
CCOc1ccccc1Nc1ncccc1C(=O)O
    x	-25.9	-7.8	x	-28.3	x	x	1.9
COc1ccc(CN(CC(=O)NCc2ccc(F)cc2)C(=O)c2ccco2)cc1
    2.3	-7.3	-2.0	x	5.0	-5.7	3.0	-1.1
CC(O)c1ccc2c(c1)OCCOCCN(C)CCOCCO2 (stereo unspecified)
    x	-2.7	-10.7	x	-0.3	x	x	3.1

Other records
SMILES	Casp6 inh	ARNT TACC3 PPI	esBAF inh	E-sel inducer	RAD54 branch	RAD52 inh	ERp5 inh	PglD DTNB
O=C(Nc1ccccc1)OC(CN1CCCCC1)C(F)(F)F (stereo unspecified)	x	-3.2	-10.1	x	4.6	x	x	-2.9
Cc1cccc(NC(=O)CSc2nnc(-c3cc(C)[nH]n3)n2N)c1	1.3	-2.3	2.3	x	-13.6	-12.9	x	-4.3
COc1ccc(N2CCN(C(=O)c3cccs3)CC2)cc1	-0.3	2.1	32.9	0.5	0.9	3.3	1.6	-0.2
CC(C)OP(=O)(OC(C)C)C(O)c1ccc(N(C)C)cc1 (stereo unspecified)	-3.5	-34.9	x	1.4	x	-23.9	6.1	x
CC(C)(O)/C=C/C[C@](C)(O)C1CC[C@]2(C)C1[C@H](O[C@H]1O[C@@H](CO)[C@H](O)[C@@H](O)[C@@H]1O)CC1[C@@]3(C)CC[C@H](O)C(C)(C)C3[C@@H](O)C[C@]12C (stereo partly specified)	3.9	-6.6	-2.2	-0.2	-1.8	0.4	-3.8	6.6
COc1ccc2c(C(=O)NCc3ccc4c(c3)OCO4)c(-c3ccc(S(C)(=O)=O)cc3)sc2c1	1.0	-13.7	-2.7	-0.1	-0.8	-5.9	0.8	-1.0
O=C(NCCCCc1ccccc1)C1CC(c2cccc([N+](=O)[O-])c2)=NO1 (stereo unspecified)	-0.5	-6.3	-2.4	-0.2	9.2	-11.5	0.2	-6.7
CCNc1nc2c(c(=O)n(C)c(=O)n2C)n1Cc1ccc(Cl)cc1	-0.3	-6.4	-24.2	-0.3	-0.1	3.6	6.0	0.0
CNS(=O)(=O)c1cc(NC(=O)CCCNC(=O)c2ccc(Cl)cc2)ccc1C	-2.7	-12.3	6.7	x	4.2	-16.3	-2.0	-7.7
C=CCn1c(SCC(=O)NC2CCCC2)nc2ccccc21	1.8	x	1.8	0.6	2.9	-58.5	-4.4	6.4
O=C(Nc1cccc(C(F)(F)F)c1)c1n[nH]c(Cn2cncn2)n1	x	3.3	2.9	x	1.5	x	x	-6.3
Cc1cc(C)nc(N(C#N)Cc2ccc(Br)cc2)n1	x	-6.0	0.3	x	0.2	x	x	-5.7
COc1ccc(S(=O)(=O)N2CCC(C(=O)NCc3ccco3)CC2)cc1C	3.1	5.3	-5.9	0.1	-0.6	-14.8	2.7	-4.4
O=C(Nc1cc(C(F)(F)F)ccc1Cl)c1cc2nc3c(c(C(F)(F)F)n2n1)CCCC3	x	-6.3	-3.8	x	-3.4	x	x	-0.3
Cc1cc(=O)[nH]c(SCC2COC3(CCCCC3)O2)n1 (stereo unspecified)	x	4.4	-0.3	x	7.3	x	x	7.9
CCCNC(=O)C[C@@H]1C[C@@H]2c3cc(NC(=O)NC4CCCC4)ccc3O[C@@H]2[C@@H](CO)O1	-0.5	-5.2	1.4	0.0	1.6	-6.7	-2.2	-1.6
